CHRM4 PAM – potentiates acetylcholine response at human M4 receptor. CHO-K1 hM4/Gqi5, Fluo-8 calcium fluorescence, ACh EC20; 0% = ACh EC20, 100% = maximal ACh. P08173. 360,000 tested, 0.4% active. activation, % at 3 µM;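 active = activation above its plate's cutoff, the mean activation of sample wells plus 3 SD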; also: some results filed as inactive read as strong as hits
Target sequence (P08173 whole entry, looked up): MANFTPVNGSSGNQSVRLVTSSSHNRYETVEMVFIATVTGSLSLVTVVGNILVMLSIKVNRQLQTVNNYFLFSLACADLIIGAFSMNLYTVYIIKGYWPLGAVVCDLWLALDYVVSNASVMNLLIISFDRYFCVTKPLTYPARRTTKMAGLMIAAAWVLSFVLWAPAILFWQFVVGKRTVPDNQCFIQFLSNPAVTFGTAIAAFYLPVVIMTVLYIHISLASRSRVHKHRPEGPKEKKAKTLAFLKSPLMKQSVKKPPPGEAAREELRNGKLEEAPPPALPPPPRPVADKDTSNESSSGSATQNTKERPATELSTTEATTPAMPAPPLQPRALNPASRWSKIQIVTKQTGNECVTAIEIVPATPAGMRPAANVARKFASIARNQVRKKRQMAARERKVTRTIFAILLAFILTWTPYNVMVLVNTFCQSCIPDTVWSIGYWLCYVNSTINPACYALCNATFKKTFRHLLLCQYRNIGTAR
p-CIP stab down – compounds decreasing mouse p/CIP protein stability; decrease of EGFP signal, % at 10 µM; 290,000 tested, 0.01% active; F442A p/CIP-EGFP cells, EGFP fluorescence, 16 h; Q05BA5;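 active = EGFP signal decrease of at least 30% at 10 µM or well 3 SD below plate mean, unless failing retest; inactive = the rest, including hits failing retest or dose response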; also: some compounds called inactive have numbers as strong as hits; many of its hits are not listed in these tables
CRFBP-R2 agonist – CRF-BP/CRF-R2 complex agonism. HEK293 CRF-R2/CRF-BP, calcium dye fluorescence (FLIPR); percent of saturating CRF peptide response. activation, % at 13.2 µM. 350,000 tested, 0.46% active;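 active = activation of at least 50%, plus an integration ratio under a set limit after plate pattern correction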;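 also: plate controls were neutral control wells without compound for no effect and CRF at EC100 for full effect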
IDE cell activ – IDE (human) activation, cell-based | AID 493087 | P14735 | HEK cells, FAbeta-B cleavage, fluorescence polarization; 0% vehicle, 100% cell-free pure enzyme wells | 340,000 tested, 0.073% active | activation, % at 5.96 µM;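 active = activation above the mean of all tested compounds plus 3 SD, set per screening campaign, cut at about 17% in these data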
IDE inh – cellular human IDE inhibition. P14735. HEK cells, FAbetaB cleavage, fluorescence polarization. inhibition, % at 5.59 µM. 320,000 tested, 0.41% active. AID 434962;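 active = percent inhibition above the average of all tested compounds plus 3 SD, set per screening campaign, cut at about 16% in these data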;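 also: IDE supplied by intact live HEK cells; FP after avidin binding of uncleaved biotin substrate so inhibition keeps polarization high; 0% = DMSO wells and 100% = 60 µM reference IDE inhibitor Ii1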
MEKK3 PB1 HTS – modulators (inhibitors or enhancers) of MEK5 binding to human MEKK3 PB1 domain; 290,000 tested, 1.4% active; bead-based flow cytometry, Alexa488-MEK5 binding to MEKK3; actives lie on both sides; 0 = blocked by unlabeled MEK5, 100 = vehicle; binding response (% of control), % at 10 µM; Q99759; AID 1529;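 active = binding response more than 3 SD above or below the average of its plate-row segment, actives on both sides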;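 also: Alexa488 bead fluorescence after subtracting the streptavidin-only scavenger bead signal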
Target sequence (Q99759 whole entry, looked up, the tested form may be a part): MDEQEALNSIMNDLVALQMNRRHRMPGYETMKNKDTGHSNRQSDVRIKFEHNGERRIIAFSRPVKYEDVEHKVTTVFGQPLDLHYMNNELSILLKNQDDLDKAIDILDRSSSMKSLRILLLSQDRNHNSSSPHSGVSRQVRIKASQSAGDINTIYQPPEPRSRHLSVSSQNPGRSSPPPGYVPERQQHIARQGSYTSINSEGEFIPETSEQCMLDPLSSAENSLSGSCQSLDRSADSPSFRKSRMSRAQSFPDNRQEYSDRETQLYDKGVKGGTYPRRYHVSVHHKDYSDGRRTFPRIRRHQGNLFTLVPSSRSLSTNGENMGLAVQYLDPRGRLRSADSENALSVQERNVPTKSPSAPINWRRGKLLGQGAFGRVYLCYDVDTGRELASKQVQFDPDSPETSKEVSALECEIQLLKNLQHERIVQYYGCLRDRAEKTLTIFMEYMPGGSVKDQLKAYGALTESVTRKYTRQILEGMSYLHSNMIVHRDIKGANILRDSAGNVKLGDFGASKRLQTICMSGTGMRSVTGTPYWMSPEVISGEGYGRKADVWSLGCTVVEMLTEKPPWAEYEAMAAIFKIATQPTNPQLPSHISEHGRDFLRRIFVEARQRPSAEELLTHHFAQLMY
CRFR2-BP antag – antagonists of CRF-binding protein/CRF-R2 receptor complex. 350,000 tested, 0.59% active. HEK293 CRF-R2/CRF-BP, CRF-induced calcium fluorescence. inhibition, % at 11.8 µM;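 active = inhibition of the ligand-induced calcium signal above about 50% at the single tested concentration, limit read from the data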
GalR3 antag – human GalR3 antagonism | O60755 | AID 651719 | 360,000 tested, 0.44% active | inhibition, % at 3 µM | HEK293 GalR3-CNG cAMP membrane potential fluorescence; galR3 body fused to GalR1 C-terminus;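 active = inhibition above the screen-wide average plus 3 SD, cut at about 13% in these data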;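 also: forskolin and galanin both at EC90 stimulate the cells; cAMP rise reported by CNG channel membrane potential dye signal; 0% = forskolin plus galanin with DMSO and 100% = forskolin alone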
PHOSPHO1 inh – blocks human PHOSPHO1 phosphatase activity; inhibition, % at 13.3 µM; AID 1565; recombinant PHOSPHO1, absorbance phosphatase assay; 290,000 tested, 1.1% active; Q8TCT1; in the data active = inhibition above about 60%
Numbers without * were called inactive; . = not tested or not shown. The order is random; any-hit rate near 4.2%.

SMILES	CHRM4 PAM	p-CIP stab down	CRFBP-R2 agonist	IDE cell activ	IDE inh	MEKK3 PB1 HTS	CRFR2-BP antag	GalR3 antag	PHOSPHO1 inh
CCOc1ccc(NC(=O)N[C@@H](Cc2ccccc2)C(=O)O)cc1	-3	-4	1.6	-2	3	98	10	-7	16
CCN(CC)C(=O)NC(c1ccc(C)c(F)c1)C(Cl)(Cl)Cl (configuration not stated)	8	15	-0.2	-4	0	113	6	-7	1
Cc1cc(C)cc(NC(=O)Nc2ccc3c(c2)CCC3)c1	13	5	4.2	9	2	103	1	-3	17
CCOC(=O)c1c(C2CCN(C(=O)OCC)CC2)nc2ccccn12	4	2	0.1	6	-2	98	8	1	-7
COc1ccc(OCC(=O)NNC(=S)NC(=O)C2CCCCC2)cc1	9	-12	.	-3	10	106	.	3	-131
O=S(=O)(N/N=C/c1ccccc1OCc1ccc(Cl)cc1)c1ccccc1	-5	-13	0.1	6	2	110	18	-9	12
COC(=O)c1cc(C(=O)N2CCN(c3ccccc3OC)CC2)cc([N+](=O)[O-])c1	14	-24	0.9	4	3	99	14	-4	32
CCN(CC)C(=O)Cn1cc(S(=O)(=O)CC(=O)Nc2cc(OC)ccc2OC)c2ccccc21	0	-8	-0.1	-1	-1	101	2	3	22
Cc1noc2c1C(c1ccc(N(C)C)cc1)C1=C(CC(C)(C)CC1=O)N2 (configuration not stated)	1	-15	0.6	7	-2	101	1	3	-1
CN(C)c1ccc(S(=O)(=O)N2CCCCC2)cc1NC(=O)COc1ccccc1F	-14	6	1.2	2	5	99	1	-5	9

Sorted by the number under IDE inh (falling): some entries from above.
SMILES	CHRM4 PAM	p-CIP stab down	CRFBP-R2 agonist	IDE cell activ	IDE inh	MEKK3 PB1 HTS	CRFR2-BP antag	GalR3 antag	PHOSPHO1 inh
COc1ccc(OCC(=O)NNC(=S)NC(=O)C2CCCCC2)cc1	9	-12	.	-3	10	106	.	3	-131
CN(C)c1ccc(S(=O)(=O)N2CCCCC2)cc1NC(=O)COc1ccccc1F	-14	6	1.2	2	5	99	1	-5	9
COC(=O)c1cc(C(=O)N2CCN(c3ccccc3OC)CC2)cc([N+](=O)[O-])c1	14	-24	0.9	4	3	99	14	-4	32
O=S(=O)(N/N=C/c1ccccc1OCc1ccc(Cl)cc1)c1ccccc1	-5	-13	0.1	6	2	110	18	-9	12
CCN(CC)C(=O)Cn1cc(S(=O)(=O)CC(=O)Nc2cc(OC)ccc2OC)c2ccccc21	0	-8	-0.1	-1	-1	101	2	3	22
CCOC(=O)c1c(C2CCN(C(=O)OCC)CC2)nc2ccccn12	4	2	0.1	6	-2	98	8	1	-7

Other structures
SMILES	CHRM4 PAM	p-CIP stab down	CRFBP-R2 agonist	IDE cell activ	IDE inh	MEKK3 PB1 HTS	CRFR2-BP antag	GalR3 antag	PHOSPHO1 inh
CCNC(=S)N1CCc2cc(OC)c(OC)cc2C1COc1ccccc1OC (configuration not stated)	-8	-14	-0.3	-4	0	95	-7	-2	36
CCN1CCN(C(=O)c2cc3nc(-c4ccccc4)cc(C(F)(F)F)n3n2)CC1	14	-1	0.6	2	-3	95	-12	-2	-27
CCc1cc(SC#N)cc(CC)c1NC(=O)CCl	6	3	1.6	3	10	98	15	1	17
O=C1NC(=O)C(Cc2ccccc2)(c2ccccc2)N1 (configuration not stated)	0	.	-1.1	3	.	.	11	-6	.
Cc1ccc(NC(=O)N2CCN(C)CC2)cc1NC(=O)N1CCN(C)CC1	-4	4	-1.2	5	0	103	8	-7	16
Cn1c(S(=O)(=O)Cc2ccc(Cl)cc2)nc2ccccc21	9	-16	-1.8	5	0	100	6	-4	40
O=S(=O)(c1ccc(-c2cn3ccccc3n2)cc1)N1CCOCC1	0	-22	2.5	5	-2	101	16	2	3
CCOc1ccc(C(C)=O)cc1Cn1c(=O)oc2ccccc21	-2	-23	-0.8	0	2	104	5	-11	46
Cc1cc(NC(=O)Cn2nc([N+](=O)[O-])c(Br)c2C)no1	4	-11	1.6	-4	-3	99	9	-3	32
N#Cc1ccccc1S(=O)c1ccccc1C(=O)Nc1ccccc1 (configuration not stated)	1	3	-2.7	4	-2	110	-16	-6	-16
O=C(Cc1n[nH]c(=O)c2ccccc12)NCc1ccc(Cl)cc1	2	-3	-0.5	-7	-3	104	5	-5	20
COc1ccc(C(=O)Nc2ccnn2C2CCN(Cc3cnn(C)c3)CC2)cc1	-7	1	1.1	5	-2	93	-4	-1	32
Clc1ncccc1-c1nc2ccccc2s1	-3	-6	1.6	2	-3	101	-5	-1	61*
COc1ccc(-c2[nH]ncc2CN(C)C(C)c2cccs2)c(F)c1 (configuration not stated)	-9	-15	-2.5	0	-3	103	9	-5	40
CC(Cn1nnc2ccccc21)C(=O)O (configuration not stated)	1	-8	-1.7	-1	-3	87	-3	-4	43
Cc1nn(C)cc1CNC(=O)c1cnn2c1NC(c1ccc(Br)cc1)CC2C(F)(F)F (configuration not stated)	2	-11	-2.5	4	4	101	-29	2	-6
Cc1ccc(NCc2cccc(B(O)O)c2)cc1	6	.	-1.7	3	.	.	12	-7	.
COc1ccc(CNC(=O)C(C)OC(=O)C23CC4CC(CC(O)(C4)C2)C3)cc1 (configuration not stated)	9	-14	-1.2	2	0	96	13	-2	-12
O=C(NC(=S)NCCc1ccccn1)c1ccco1	10	11	15	-2	-6	106	53*	-3	19
COc1ccc(C)cc1S(=O)(=O)Nc1cccnc1	6	3	-1.9	5	1	97	-8	-4	-6
CCN(CC)CCNc1nc(-c2ccc(OC)cc2)c(-c2ccc(OC)cc2)s1	-28	-2	-2.2	2	-3	106	-13	-7	16
COCC(=O)Nc1sc2c(c1C(=O)OC)C(C(=O)OC)CC2 (configuration not stated)	11	2	-1.8	3	6	101	10	0	31
Cc1ccc(NC(=O)COC(=O)CCn2c(C)csc2=O)c([N+](=O)[O-])c1	-4	.	-0.3	-1	0	.	4	-3	.
COc1ccccc1Nc1nc(-c2cccnc2)cs1	-1	0	-2.0	-5	-9	111	3	-10	24
COCc1nnc(NC(=O)CSCc2ccccc2)s1	10	-10	0.5	4	2	99	15	2	41
N#Cc1cnc(Nc2ccc(F)cc2)nc1N	-6	-1	-0.4	0	1	91	-11	5	32
COc1ccc(N2C(=O)CC(Sc3ccccc3C(=O)O)C2=O)c([N+](=O)[O-])c1 (configuration not stated)	6	-12	-0.3	-2	3	107	5	-1	34
CC1CN(C(=O)Cn2cc(S(=O)(=O)CC(=O)N3CCOCC3)c3ccccc32)CC(C)O1 (configuration not stated)	-1	-4	-0.9	3	2	104	2	.	66*
COc1ccc(Cl)cc1NC(=O)CSc1nc(NS(=O)(=O)c2ccc(C)cc2)cc(=O)[nH]1	6	-9	4.8	0	-4	101	0	-10	16
O=C(Nc1ccccc1)c1ccccc1N=Cc1cccc(O)c1	3	5	-5.5	6	3	103	-9	-11	26
Cc1ccc2c(c1)c1c(n2C)C(=O)CCC1	0	0	-1.1	3	1	86	0	-6	-8
NC(=O)C1CCN(c2nc(-c3ccc(Br)cc3)cs2)CC1	18	-11	2.4	-4	16	106	16	-2	-5
C#CCOCCOCCOCCNc1nc(N2CCN(C(=O)[C@H]([C@@H](C)O)n3cc(CCCCN)nn3)CC2)nc(N2CCN(C(=O)[C@H](C)n3cc(CCCN=C(N)N)nn3)CC2)n1	-7	-15	1.5	-2	0	97	7	.	-21
O=C(Nc1ccc2nc3n(c(=O)c2c1)CCCCC3)c1ccccn1	4	-5	3.1	2	-2	105	-2	-2	-6
CC(C)Oc1cccc(C(=O)NC2=NCCS2)c1	0	-12	-1.5	4	3	95	5	-4	4
Cc1cc(NC(=O)CSc2nnc3c4c(C)c(C)sc4ncn23)no1	1	-3	-1.9	2	2	104	3	-4	-18
CN1CCN(c2ccc([N+](=O)[O-])cc2/C=N/NC(=O)c2ccc(F)cc2)CC1	0	-1	8.3	5	.	.	12	-2	0
COc1ccc(-c2cn(Cc3ccc(C(=O)NCc4ccc(C)cc4)cc3)c(C(C)N)n2)cc1 (configuration not stated)	13	.	-3.0	5	0	.	-10	-8	.
Cc1cc(=O)oc2c(C)c(OCC(=O)N3CCN(c4ccc(F)cc4)CC3)ccc12	-1	-8	-0.1	-4	8	106	4	1	58
NC(=O)c1ccc(CSc2nc3ccccc3s2)cc1	-1	14	-0.5	-6	5	103	-16	0	5
Cn1nc(C(C)(C)C)c([N+](=O)[O-])c1C(=O)Nc1ccccc1	4	-12	-0.9	2	1	89	6	3	-5
NC1=NC(c2ccccc2C(F)(F)F)N(c2ccc(F)c(Cl)c2)C(N)=N1 (configuration not stated)	-2	6	-2.4	1	-6	98	7	-9	.
CCCn1c(=S)[nH]c2cc(C(=O)NCc3ccccc3OC)ccc2c1=O	-2	.	-0.6	.	.	.	5	-2	.
Cc1ccc(S(=O)(=O)NC(=O)Nc2ccc(F)c(F)c2)cc1	1	-17	-0.8	1	3	96	2	-5	-6
CS(=O)(=O)N(CC(=O)NCc1ccc2c(c1)OCO2)c1ccc(Cl)cc1	-2	4	-0.7	8	1	.	2	-3	9
Cc1ccc(OCCn2c(=S)[nH]c3c(N)ncnc32)cc1	9	1	-3.2	-3	-6	102	12	-4	44
C[C@H]1CN(Cc2ccccc2)C(=O)[C@@H]1CC(=O)Nc1ccccc1	3	.	-0.3	.	.	.	29	-4	.
COc1ccccc1NC(=O)N1CCn2c(nc3ccccc32)C1	2	2	-0.1	-3	-1	103	25	-6	16
Cc1c(N=N/C(C(=O)Nc2ccccc2)=C(/O)c2ccccc2)c(=O)n(-c2ccccc2)n1C	12	2	7.7	8	4	74	-3	-2	7
CCc1ccc(OCC(=O)NNC(=O)c2cc(S(=O)(=O)N3CCOCC3)ccc2N2CCCC2)cc1	1	.	2.8	3	3	.	12	-2	.

Next section:
SMILES	CHRM4 PAM	p-CIP stab down	CRFBP-R2 agonist	IDE cell activ	IDE inh	MEKK3 PB1 HTS	CRFR2-BP antag	GalR3 antag	PHOSPHO1 inh
CN(CCO)C1=NS(=O)(=O)c2cc([N+](=O)[O-])ccc21	-2	-1	-3.0	-2	0	104	9	-3	12
Cc1ccccc1Nc1nc(=O)c2cc([N+](=O)[O-])ccc2s1	-1	-9	0.0	2	-1	101	-5	-2	-2
COc1ccc(-c2cc(C(=O)Nc3cc(C)on3)no2)cc1	.	-6	1.5	5	0	96	-11	-1	-21
CCN=C1SC(CC(=O)Nc2sc3c(c2C#N)CCCC3)C(=O)N1CC (configuration not stated)	10	6	0.1	3	0	99	-4	9	17
O=C1CCCC/C=C\C[C@H](CC(=O)N(CCO)Cc2ccccc2)C(=O)N[C@@H](c2ccccc2)CO1	-3	.	5.0	4	-2	.	-11	-8	.
CCOc1ccc(-n2cccc2C=O)cc1	4	-12	0.1	3	-2	105	38	-12	1
CCCCNC(=O)c1cccc(C(=O)NCCCC)c1	24	-2	-1.7	-6	-1	108	18	-7	-1
NNC(=O)CNc1cccc(Cl)c1	-2	-18	0.9	6	-7	94	-4	-3	36
Cc1ccc(-c2csc(N3CCN(S(=O)(=O)c4ccc5c(c4)NC(=O)CO5)CC3)n2)cc1	-3	8	2.9	-3	7	99	-16	-1	7
CCCCCC(C(=O)O)C(C)CC(=O)NC1CCCCC1 (configuration not stated)	4	2	1.5	-1	2	98	-20	2	10
Cc1nc(C)c(C(=O)OCC(=O)Nc2ccc(C)c(C)c2)s1	-6	.	1.8	.	.	.	-20	-6	.
CN1CCC(N(C)CC(O)c2ccccc2)CC1 (configuration not stated)	1	-11	0.2	3	-3	95	9	-1	48
COc1ccccc1C(=O)CC(=O)c1ccccc1	-6	-4	0.2	9	-4	102	6	-8	3

High-throughput results: PubChem BioAssay, several laboratories
